Platelet DG rel = platelet dense granule release activity | inhibition, %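 (compounds screened at 7.5 µM in platelet-rich plasma)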 | human platelet-rich plasma, SFLLRN dense granule ATP release, luminescence | 300,000 compounds, 0.22% hits | AID 1663;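 active = mean replicate score, as percent of positive control, at or above 50; inconclusive = mean below 50 but at least one replicate at or above 50; inactive = mean and every replicate below 50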
HSF1 inh = HSF1 inhibition; NIH3T3-HGL HSE-luciferase, MG132-induced, luminescence 8 h; hits give low values; activity change, negative = inhibition, % at 7.5 µM (by protocol); 300,000 compounds, 0.77% hits; AID 2098;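 active = more than half of replicate wells show activity change below -50%, luminescence cut by over half; inconclusive = some wells, but at most half, below -50%; inactive = no replicate well below -50%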;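 note: luciferase reports HSF-1 transcriptional activity via heat shock element; 0% = median of DMSO wells and -100% = zero luminescence signal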
HSP90 inh = HSP90 refolding inhibition in rabbit reticulocyte lysate; luciferase refolding luminescence, 3 h; inhibition, % at 5.6 µM; 290,000 compounds, 0.91% hits;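 active = inhibition above the screen-wide mean plus 3 SD, computed separately per campaign, cut at about 16% in these data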;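 note: 0% = DMSO wells and 100% = 60 µM geldanamycin wells; inhibitors lower the luminescence because luciferase stays unfolded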
AI-2 QS mod = modulators of Vibrio harveyi AI-2 quorum sensing system | 300,000 compounds, 0.4% hits | activity change, % at 7.5 µM | Vibrio harveyi JMH597 AI-2 luminescence/OD600 ratio, 9 h; hits give low values; strain lacks LuxN and CqsS sensors; 0 = neutral-control median; in the data active = activity change below about -75%, passing the limit was not always enough; inconclusive = no clear call, values can overlap the other calls;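 note: luminescence divided by OD600 gain over 9 h not by final OD600 alone; inactives centre near 13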
PolyA inh = yeast polyadenylation inhibition; S. cerevisiae SKY197-pL101 polyadenylation reporter, beta-gal luminescence; efflux-impaired pdr1/pdr3 knockout yeast; score 100 = 6 SD above DMSO; calls only at 12 µM; 300,000 compounds, 0.02% hits; AID 1875;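 active = lowest replicate activity score at least 50, where 100 means six control SD above control mean; inconclusive = lowest score under 50 but half or more replicates reach 50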;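 note: yeast exposed to compound for 9 h at 30 °C; higher score means more reporter readthrough which indicates perturbed polyadenylation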
GSK3 alpha inh = human GSK-3 alpha kinase inhibition; P49840; ADP-Glo luminescence, 60 min; inhibition, % at 10 µM; 320,000 compounds, 0.1% hits; AID 2650;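 in the data active = inhibition above about 50%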;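 note: GST-tagged GSK-3 alpha with peptide substrate and 25 µM ATP; 0% = DMSO neutral wells and 100% = GW8510 positive control wells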
DYRK1A inh = inhibitors of rat Dyrk1A kinase | inhibition, % at 12.5 µM | Q63470 | ADP-Glo luminescence, NFATc1 peptide | 310,000 compounds, 0.43% hits; in the data active = inhibition above about 50%;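 note: plate controls were vehicle with enzyme for no effect and no enzyme for full effect; many of its hits are not listed in these tables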
HSF1 activator = increases HSF-1 driven luciferase reporter signal | NIH3T3-HGL HSF-1 luciferase reporter, MG132, 8 h; 100% = twice DMSO control signal | activation, % at 9 µM | 300,000 compounds, 1.7% hits | AID 504408;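 active = mean replicate activation of at least 50% with a set share of replicates each reaching 50%; inconclusive = only one of those two conditions met; inactive = mean below 50% and too few replicates reaching it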;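 note: 0% = median of the neutral control wells and 100% = twice that signal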
GSK3B inh = inhibitors of human GSK3beta kinase | P49841 | GST-GSK3beta kinase, ADP-Glo luminescence, 60 min; hits give low values | activity score (negative = inhibition), % at 10 µM | 300,000 compounds, 0.038% hits;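 active = more than half of replicate wells score below -50%, meaning over 50% inhibition versus plate controls; inconclusive = some replicates but at most half score below -50%; inactive = no replicate scores below -50%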;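 note: 0% = median DMSO wells and -100% = median GW8510 positive control wells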
Target sequence (P49841 whole entry, looked up): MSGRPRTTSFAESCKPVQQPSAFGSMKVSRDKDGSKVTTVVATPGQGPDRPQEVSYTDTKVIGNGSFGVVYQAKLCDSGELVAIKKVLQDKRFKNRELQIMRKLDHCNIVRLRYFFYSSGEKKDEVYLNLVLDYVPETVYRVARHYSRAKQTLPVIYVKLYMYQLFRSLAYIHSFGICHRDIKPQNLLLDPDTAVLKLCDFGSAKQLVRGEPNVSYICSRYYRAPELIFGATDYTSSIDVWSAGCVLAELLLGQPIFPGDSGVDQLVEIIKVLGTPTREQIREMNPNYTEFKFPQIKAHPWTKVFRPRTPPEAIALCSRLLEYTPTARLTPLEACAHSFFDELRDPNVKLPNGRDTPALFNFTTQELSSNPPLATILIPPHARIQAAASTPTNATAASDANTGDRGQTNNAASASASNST
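Test system: GST-tagged human GSK3beta kinase, cell-free; evaluation: activity score scaled between in-plate DMSO and GW8510 controls; measured by: ADP-Glo luminescence; incubation: 60 min reaction, RT; benchmarks: DMSO and 20 µM GW8510; reagent: peptide substrate plus 25 µM ATP (final); medium: Tris/MgCl2 kinase buffer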
HDAC3 inh = inhibitors of human histone deacetylase 3 | O15379 | recombinant HDAC3, fluorogenic peptide/trypsin coupled, fluorescence | inhibition, % at 8.3 µM | 320,000 compounds, 0.15% hits; in the data active = inhibition above about 26%, passing the limit was not always enough; inconclusive = no clear call, values can overlap the other calls
Target sequence (O15379 whole entry, looked up): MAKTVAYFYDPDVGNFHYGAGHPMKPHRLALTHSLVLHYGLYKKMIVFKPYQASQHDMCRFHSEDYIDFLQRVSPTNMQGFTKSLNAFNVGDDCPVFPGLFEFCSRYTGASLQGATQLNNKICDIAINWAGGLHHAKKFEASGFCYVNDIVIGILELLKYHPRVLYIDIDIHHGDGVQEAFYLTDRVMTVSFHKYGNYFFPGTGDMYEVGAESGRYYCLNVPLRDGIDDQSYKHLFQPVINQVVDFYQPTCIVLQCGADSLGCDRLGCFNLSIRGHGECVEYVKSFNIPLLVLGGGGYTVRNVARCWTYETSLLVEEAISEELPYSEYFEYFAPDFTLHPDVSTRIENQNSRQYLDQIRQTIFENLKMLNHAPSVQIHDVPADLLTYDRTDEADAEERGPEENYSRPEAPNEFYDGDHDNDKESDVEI
* = called active by the depositor; i = inactive; ? = inconclusive; / = not tested or not shown. These rows are one share of the data; rates above refer to the full screens.

Platelet DG rel	HSF1 inh	HSP90 inh	AI-2 QS mod	PolyA inh	GSK3 alpha inh	DYRK1A inh	HSF1 activator	GSK3B inh	HDAC3 inh	SMILES
0	-1	0	-1	i	18	51*	6	1	-5	COc1ccc(-c2cc(NCCc3ccncc3)n3ncnc3n2)cc1
?	2	4	23	i	0	0	-2	-3	-3	Cc1nn(C(C)C(=O)N2CCc3ccccc3C2)c(=O)c2cc3occc3n12 (centres undefined)
23	14	3	9	i	/	8	12	-4	-334	O=c1oc2cc(O)ccc2cc1-c1ccccc1
2	-12	0	90	i	-4	3	-24	6	3	N#Cc1cc([N+](=O)[O-])c(-n2nnc3ccccc32)c([N+](=O)[O-])c1
15	1	3	0	i	-4	/	-3	1	-1	CCNc1nc(Oc2ccc(C(=O)OCC)cc2)nc(N2CCOCC2)n1
4	14	1	18	i	/	3	37	-3	-3	COc1ccc(/C(CC2OC(=O)c3ccccc32)=N\NC(N)=O)cc1 (centres undefined)
6	7	0	2	i	0	-2	14	2	7	CCc1cc2c(=O)c(-c3nc4ccccc4[nH]3)coc2c(CN2CCCCC2)c1O
-1	22	2	-8	i	1	0	46	4	7	O=C(CN1CCC(Cc2ccccc2)CC1)NC(=O)NC1CCCCC1
-12	-19	5	3	i	2	0	-22	-2	-19	Cc1c(CCC(=O)NCCC(=O)O)c(=O)oc2c(C)c3oc4c(c3cc12)CCCC4
-2	-2	0	20	i	1	-1	-6	1	-4	Cc1onc(-c2ccccc2Cl)c1C(=O)N1CCCc2ccccc21
5	-1	6	27	i	-1	9	1	-3	9	Nc1nc(CN2CCN(Cc3ccc4c(c3)OCO4)CC2)nc(Nc2ccccc2)n1
-6	0	0	-2	i	-3	-2	17	3	4	O=C(COc1ccc([N+](=O)[O-])cc1)N(Cc1ccccc1)Cc1ccccc1
3	7	0	10	i	0	-6	15	1	-6	CCC(=O)Nc1cc(-c2nn(C)c(=O)c3ccccc23)ccc1N1CCOCC1
4	-2	4	9	i	0	7	10	0	4	C=CCN1C(=O)C(CC(=O)Nc2ccc(OCCC)cc2)N(CCCN2CCN(Cc3ccccc3)CC2)C1=S (centres undefined)
-9	3	-2	11	i	2	-2	7	-6	-98	CN1CCN(C(=O)c2cc3c(=O)n4ccccc4nc3s2)CC1
2	-12	3	14	i	-2	1	23	3	56*	CC(C)C(=O)Nc1ccc(-c2nc3ccccc3c(=O)o2)cc1
6	2	-5	12	i	1	5	-4	-6	2	CCOC(=O)c1c2n(c3ccc(OC(C)=O)cc13)CCC2
0	2	1	35	i	2	-6	-7	5	-3	Cc1noc(/C=C/N(C)C)c1S(=O)(=O)N1CCCC(C(=O)NCc2ccccc2Cl)C1 (centres undefined)
4	1	3	26	i	3	5	1	-3	1	Cn1nc(C(F)(F)F)c(C#N)c1N1CCN(c2ccccn2)CC1
-6	4	-3	39	i	1	5	20	-1	4	O=C(NNC(=S)NC(=O)c1cccc([N+](=O)[O-])c1)c1ccc(O)cc1
-5	-6	-6	2	i	/	-3	-4	-2	6	COc1ccc(S(=O)(=O)c2nnn(-c3ccccc3Cl)c2N)cc1
-16	19	2	7	i	/	3	37	2	/	COc1ccc(S(=O)(=O)N(CC(C)C)CC(C)C)c2cccnc12
-2	-2	0	0	i	-1	-3	-7	-4	0	CC(C)COC(=O)CCNc1n[nH]c(=O)[nH]c1=O
7	-3	3	23	i	1	2	1	-7	6	CCC(C)C(NC(C)=O)C(=O)NC(=O)NC(c1ccccc1)c1ccccc1 (centres undefined)
0	75	2	6	i	1	17	?	2	-1	CSc1cccc(NC(=O)c2ccco2)c1

In another format: four of the compounds above.
The line under a structure holds: Platelet DG rel	HSF1 inh	HSP90 inh	AI-2 QS mod	PolyA inh	GSK3 alpha inh	DYRK1A inh	HSF1 activator	GSK3B inh	HDAC3 inh
- COc1ccc(S(=O)(=O)c2nnn(-c3ccccc3Cl)c2N)cc1
 : -5	-6	-6	2	i	/	-3	-4	-2	6
- COc1ccc(S(=O)(=O)N(CC(C)C)CC(C)C)c2cccnc12
 : -16	19	2	7	i	/	3	37	2	/
- CC(C)COC(=O)CCNc1n[nH]c(=O)[nH]c1=O
 : -2	-2	0	0	i	-1	-3	-7	-4	0
- CCC(C)C(NC(C)=O)C(=O)NC(=O)NC(c1ccccc1)c1ccccc1 (centres undefined)
 : 7	-3	3	23	i	1	2	1	-7	6

Looked up above.
`C=CCN1C(=O)C(CC(=O)Nc2ccc(OCCC)cc2)N(CCCN2CCN(Cc3ccccc3)CC2)C1=S` (centres undefined) @ GSK3 alpha inh = 0
`CCc1cc2c(=O)c(-c3nc4ccccc4[nH]3)coc2c(CN2CCCCC2)c1O` @ HSP90 inh = 0

Compounds from the list above that contain a Cl atom, in the order listed:
Platelet DG rel	HSF1 inh	HSP90 inh	AI-2 QS mod	PolyA inh	GSK3 alpha inh	DYRK1A inh	HSF1 activator	GSK3B inh	HDAC3 inh	SMILES
-2	-2	0	20	i	1	-1	-6	1	-4	Cc1onc(-c2ccccc2Cl)c1C(=O)N1CCCc2ccccc21
0	2	1	35	i	2	-6	-7	5	-3	Cc1noc(/C=C/N(C)C)c1S(=O)(=O)N1CCCC(C(=O)NCc2ccccc2Cl)C1 (centres undefined)
-5	-6	-6	2	i	/	-3	-4	-2	6	COc1ccc(S(=O)(=O)c2nnn(-c3ccccc3Cl)c2N)cc1

Next records.
Platelet DG rel	HSF1 inh	HSP90 inh	AI-2 QS mod	PolyA inh	GSK3 alpha inh	DYRK1A inh	HSF1 activator	GSK3B inh	HDAC3 inh	SMILES
-4	-19	0	2	i	-3	2	-26	0	-2	CCOC(=O)c1[nH]c2c(c1C)C(=O)CC(c1ccco1)C2 (centres undefined)
8	36	-1	-11	i	-2	5	65*	-9	5	CCC(=O)Nc1cccc(C(=O)OCC(=O)c2ccccc2Cl)c1
16	5	2	27	i	4	-5	6	3	-4	NNC(=O)C1CC1c1ccc(Cl)cc1 (centres undefined)
-3	3	-3	15	i	-2	1	22	-2	10	CC1CCN(C(=O)Cn2cnc3c2c(=O)n(C)c(=O)n3C)c2ccccc2S1 (centres undefined)
3	5	-6	9	i	-4	-3	10	-5	0	O=C(Nc1ccc(Cl)cc1)N1CCN(C(=O)C2CCCO2)CC1 (centres undefined)
-4	6	-2	24	i	0	0	2	-1	3	CNC(=O)c1cc(C(=O)c2ccccc2C(F)(F)F)c[nH]1
-12	9	-4	11	i	-6	1	-9	1	0	CCOc1ccc(S(=O)(=O)Nc2nc3ccccc3nc2Cl)cc1
1	0	/	10	i	2	-5	7	-2	-5	O=C(CSc1nc(=O)n2cc(Cl)ccc2n1)NCCc1ccccc1
-6	24	0	17	i	-1	-3	38	-2	6	O=C(Cc1ccc(Br)cc1)N1CCN(c2ccccn2)CC1
0	4	-2	-4	i	-3	-5	7	2	-10	COc1ccccc1C(c1nnnn1CCc1ccccc1)N1CCN(c2ccccc2)CC1 (centres undefined)
-1	14	3	17	i	9	2	13	-1	-5	CNC(=S)N1N=C(c2ccc(Br)cc2)CC1c1ccc(N(C)C)cc1 (centres undefined)
3	4	-4	1	i	5	0	-2	-2	-4	COCCN(C(=O)/C=C/c1ccccc1)c1nnc(-c2cccnc2)s1
?	-1	2	8	i	-1	9	-11	-2	3	Cc1ccsc1/C=N/N1CCN(C2c3ccccc3-c3ccccc32)CC1
-15	1	2	11	i	-1	3	-2	-3	-1	O=C(C1CCN(S(=O)(=O)c2cccc3cccnc23)CC1)N1CCN(c2ccc(Cl)cc2)CC1
5	-5	0	-10	i	-1	-1	-3	3	3	CC(C)CCN(C(=O)CNC(=O)c1cccs1)C(C(=O)NC1CCCC1)c1ccncc1 (centres undefined)
-4	0	6	13	i	-1	4	-6	0	-5	CCOc1ccc(C(=S)N2CCOCC2)cc1OCC
1	4	6	48	i	/	1	14	0	6	O=C(Cn1nc(-c2ccc(Cl)cc2)c2ccccc2c1=O)Nc1cccnc1
-9	-9	3	0	i	-2	-4	-9	0	-4	O=C(Nc1ccc2c(c1)OCO2)c1sc2cc(Cl)ccc2c1Cl
-2	0	-1	18	i	-2	-1	-1	0	-3	O=S(=O)(/N=C/c1ccccc1O)c1cccs1
1	1	0	21	i	-3	8	2	1	-8	Cc1ccccc1C(=O)NC(=S)NCC1CCCO1 (centres undefined)
3	2	3	24	i	-3	-5	1	3	-1	O=C(NCC1CCCO1)c1ccc(COc2ccc(F)cc2)o1 (centres undefined)
-21	-6	-3	11	i	0	3	16	-2	2	Cc1cc(C)cc(NC(=O)Nc2ccc(N3CCCCC3)cc2)c1
-7	1	-6	22	i	4	-1	4	1	-1	COC(=O)c1ccc(N2CCOCC2)c(NC(=O)Nc2cccc(OC)c2)c1
2	-3	0	16	i	-1	0	14	-2	-4	CC(C)N(C(=O)NC(=O)Nc1ccccn1)S(C)(=O)=O
-1	-7	2	18	i	-1	-4	5	-5	-7	NS(=O)(=O)c1ccc(CCNC(=O)CCNC(=O)c2ccco2)cc1
-7	-2	0	3	i	-4	-4	-1	-2	2	O=C(/C=C/c1ccccc1[N+](=O)[O-])NCC1CCCO1 (centres undefined)
-1	2	0	23	i	-1	-4	11	-4	-13	COc1cc(C(=O)NCCOc2ccc(C)c(C)c2)cc(OC)c1OC

Full records as entered above. Order of values: Platelet DG rel	HSF1 inh	HSP90 inh	AI-2 QS mod	PolyA inh	GSK3 alpha inh	DYRK1A inh	HSF1 activator	GSK3B inh	HDAC3 inh
NNC(=O)C1CC1c1ccc(Cl)cc1 (centres undefined) reads 16	5	2	27	i	4	-5	6	3	-4
O=C(Cc1ccc(Br)cc1)N1CCN(c2ccccn2)CC1 reads -6	24	0	17	i	-1	-3	38	-2	6

High-throughput results as filed in PubChem.
